Source: PubChem
NCI-60 one-dose screen, 48 h, at 10 µM unless noted. Numbers give growth in % (100 = growth as untreated, 0 = no growth, -100 = all killed).
NCI-H23: NCI-H23 lung cancer; AID 1794731; hit rate 4% among 80,000
NCI-H460: NCI-H460 lung cancer; AID 1794736; hit rate 6.8% among 82,000
SW-620: SW-620 colon cancer; hit rate 5.2% among 82,000; AID 1794795
COLO 205: COLO 205 colon cancer; hit rate 7.3% among 79,000; AID 1794742
NCI-H226: NCI-H226 lung cancer | hit rate 3.5% among 79,000
NCI-H522: NCI-H522 lung cancer; hit rate 8% among 78,000; AID 1794739
HT29: HT29 colon cancer; hit rate 7.4% among 81,000
NCI-H322M: NCI-H322M lung cancer. hit rate 2.7% among 80,000
HCT-15: HCT-15 colon cancer; AID 1794746; hit rate 5.2% among 82,000
Numbers without * were called inactive; . = no result given. Rule for the calls: active = growth percent below 10; inactive = the rest.

A first look, four compounds:
1. COc1ccc(C(=O)Nc2cccc(-c3cc(=O)c4ccccc4o3)c2)c(OC)c1
2. C/C=C/C(=O)OCCc1ccccc1
3. CC(C)=C1N=C(c2ccccc2)OC1=O
4. CN(C)c1ccc(-c2c(C#N)c(N)nn2-c2ncc(C#N)c(N)n2)cc1

Screen / compound no.,1,2,3,4
NCI-H460,95,112,109,90
SW-620,103,108,104,63
NCI-H522,57,85,104,93
NCI-H226,90,107,96,95
HCT-15,77,106,108,94
NCI-H322M,84,108,88,90
COLO 205,94,133,112,112
NCI-H23,90,101,101,83
HT29,89,107,106,89

The listing (from the top)
1. COc1ccc(C(=O)Nc2cccc(-c3cc(=O)c4ccccc4o3)c2)c(OC)c1
2. C/C=C/C(=O)OCCc1ccccc1
3. CC(C)=C1N=C(c2ccccc2)OC1=O
4. CN(C)c1ccc(-c2c(C#N)c(N)nn2-c2ncc(C#N)c(N)n2)cc1
5. O=S(=O)(O)c1ccc2cc(S(=O)(=O)O)ccc2c1
6. CCC[S@@](=O)c1ccc2nc(NC(=O)OC)[nH]c2c1
7. CCCCCCNC(=O)Oc1ccc(/C(=C(/C)Cc2ccc(OC)cc2)c2ccc(OCCN(CC)CC)cc2)cc1
8. COC1(OC)C2(Cl)C(Cl)=C(Cl)C1(Cl)C1COCC12 (stereo unspecified)

Screen / compound no.,1,2,3,4,5,6,7,8
NCI-H460,95,112,109,90,106,99,.,87
SW-620,103,108,104,63,94,71,98,86
NCI-H522,57,85,104,93,72,60,90,80
NCI-H226,90,107,96,95,103,86,99,94
HCT-15,77,106,108,94,107,68,89,103
NCI-H322M,84,108,88,90,102,96,91,104
COLO 205,94,133,112,112,109,96,107,113
NCI-H23,90,101,101,83,101,93,99,109
HT29,89,107,106,89,86,63,95,99

9. CC(=O)Nc1ccc(C2CN(C)C3(C(=O)c4ccccc4C3=O)C2C(=O)c2ccccc2)cc1 (stereo unspecified)
10. Nc1ccc(C(=O)Nc2cccc(N)c2)cc1
11. CCCCCCCCCCCCOCCCNC(=S)NCCCOCCCCCCCCCCCC
12. O=S(=O)(NCCNc1nccc(-c2c(-c3ccc(O)cc3)nc3sccn23)n1)c1cccc2ccccc12
13. O=C1c2ccccc2C(=O)C1(O)C1(O)C(=O)c2ccccc2C1=O
14. CCOC(=O)c1c(C)nc2ccccc2c1/C=C/c1ccc(OC)cc1
15. CC(Oc1cc(Cl)c(Cl)cc1Cl)C(=O)OCC(=O)N(C)C (stereo unspecified)
16. COc1ccc(/C=C/C(=O)c2ccc(NC(=O)CSc3nnc(-c4ccc5nc(-c6ccc(Cl)cc6)[nH]c5c4)o3)cc2)cc1

Screen / compound no.,9,10,11,12,13,14,15,16
NCI-H460,104,108,107,106,109,78,110,102
SW-620,94,102,102,107,104,85,105,106
NCI-H522,89,108,106,91,87,54,110,79
NCI-H226,85,101,104,102,97,62,99,88
HCT-15,88,108,109,100,105,66,98,95
NCI-H322M,96,109,104,98,87,96,114,103
COLO 205,105,112,106,109,146,84,110,118
NCI-H23,94,119,107,98,375,46,103,.
HT29,105,111,118,102,107,73,114,106

17. O=C(NN1CCCCC1)c1ccccc1
18. CCCCCCCCCCCCNC(=S)N/N=C/c1ccc(Cl)cc1
19. COC(c1ccccc1)(c1ccccc1)c1ccc2ccc3ccccc3c2c1
20. O=C(Nc1ccc(F)cc1)Nc1ccc(Cl)c([N+](=O)[O-])c1
21. Nc1ncnc2c1ncn2[C@@H]1O[C@H](COS(N)(=O)=O)[C@@H](O)[C@H]1O
22. OC1CSC1
23. Cc1ccc(C(=O)O)o1
24. CNC(=O)c1c(NC(=O)c2ccc(C(C)C)cc2)sc2c(CN(C)C)c(O)ccc12

Screen / compound no.,17,18,19,20,21,22,23,24
NCI-H460,107,105,97,3.0*,110,101,108,39
SW-620,105,109,99,19,97,104,107,17
NCI-H522,72,95,86,2.4*,101,140,87,78
NCI-H226,100,103,89,16,107,98,104,95
HCT-15,100,98,84,11,105,96,112,14
NCI-H322M,101,114,88,28,106,121,105,94
COLO 205,97,111,97,12,.,109,107,98
NCI-H23,99,103,89,-2.0*,102,103,100,101
HT29,90,94,77,14,102,113,92,87

25. COc1ccc(C2=CCCC2)cc1
26. O=C1CCC(Nc2ccc(O)cc2)N1 (stereo unspecified)
27. C[C@H](NC(=O)c1c(N)nn2cccnc12)c1cc2cccc(C#Cc3cnn(C)c3)c2c(=O)n1-c1ccccc1
28. Cc1ccc(S(=O)(=O)N/N=C/c2cn(-c3ccc(C(F)(F)F)cc3)nc2-c2ccc(C(=O)O)cc2)cc1
29. COC(=O)C1=C(C(=O)c2ccccc2)C2(C(=O)Nc3ccccc32)C(C#N)=C(N)O1 (stereo unspecified)
30. COc1ccccc1-n1c(-c2cccc(O)c2)cn2c3c(=O)[nH]c(=O)n(C)c3nc12
31. O=C(NNC(=S)Nc1ccccc1)c1cc2ccc1CCc1ccc(cc1)CC2
32. O=C1c2ccccc2C(=O)c2cc(SC(=S)N3CCCC3)c(Cl)cc21

Screen / compound no.,25,26,27,28,29,30,31,32
NCI-H460,107,109,30,102,127,.,37,101
SW-620,106,100,13,103,122,.,64,112
NCI-H522,99,97,14,90,103,99,76,59
NCI-H226,104,103,70,111,97,.,79,98
HCT-15,100,106,11,105,110,103,40,95
NCI-H322M,95,102,54,104,98,108,78,.
COLO 205,113,112,-12*,114,116,101,77,86
NCI-H23,98,97,41,.,103,98,75,85
HT29,100,104,2.4*,110,113,99,76,81

33. Cc1sc2nc(NCc3ccccn3)[nH]c(=O)c2c1C
34. O=C(N/N=C/c1ccc(Cl)cc1)N/N=C/c1ccc(Cl)cc1
35. COc1nc2c(cc1S(=O)(=O)c1ccccc1)CCc1c-2cnn1Cc1ccccc1
36. CCSc1nc(C)cc(=O)[nH]1
37. CCN1C(=O)/C(=C2\SC(N3CCC(Cc4ccccc4)CC3)=NC2=O)c2ccccc21
38. Nc1ccc(S(=O)(=O)NC2C(O)OC(CO)C(O)C2O)cc1 (stereo unspecified)
39. COc1cc2nc(-c3ccc(Cl)cc3)cc(OCCCN3CCCC3)c2cc1OC
40. CCN(CC)CCNC(=O)c1ccc(NC(C)=O)cc1

Screen / compound no.,33,34,35,36,37,38,39,40
NCI-H460,111,106,54,98,102,114,25,113
SW-620,112,100,74,92,99,113,30,107
NCI-H522,71,.,43,104,94,92,38,111
NCI-H226,97,99,66,103,.,114,-14*,110
HCT-15,102,109,43,95,103,102,20,101
NCI-H322M,102,92,60,107,107,107,59,105
COLO 205,95,114,61,113,125,99,21,112
NCI-H23,93,95,54,99,106,109,63,94
HT29,78,102,14,105,115,103,24,102

41. C(=C\c1ccccc1)/CSc1ncnc2nc[nH]c12
42. CON1CCC(c2cn(S(=O)(=O)N(C)C)cn2)c2cc[nH]c2C1=O (stereo unspecified)
43. Nc1ccc2ccccc2c1Cl
44. OC1(c2ccccc2)c2ccccc2Oc2ccccc21
45. FC(F)(F)c1cccc(CNC2CCN(CCc3ccccc3)CC2)c1
46. NC(N)=NCCCCCNC(=O)C1=NOC2(C=C(Br)C(=O)C(Br)=C2)C1
47. COc1cc2c(=O)n(CCCn3ccnc3)c3c4cc5c(cc4ccc3c2cc1OC)OCO5
48. O=c1[nH]c(=O)n(C2OC(CO)C(O)C2O)c2c1CCCC2 (stereo unspecified)

Screen / compound no.,41,42,43,44,45,46,47,48
NCI-H460,96,107,97,109,60,110,-9.4*,105
SW-620,99,98,90,112,63,79,11,104
NCI-H522,79,94,78,93,87,69,5.9*,98
NCI-H226,95,102,100,92,.,99,-43*,98
HCT-15,96,99,93,92,87,73,10,116
NCI-H322M,89,95,76,80,84,99,18,115
COLO 205,103,110,101,121,76,91,.,98
NCI-H23,94,100,104,99,72,103,5.2*,109
HT29,98,96,111,104,47,105,-24*,99

49. Cc1ccc(C2=NN3C(C2)c2cc(Br)ccc2OC32CCN(Cc3ccccc3)CC2)o1 (stereo unspecified)
50. CCOC(=O)C1CCN(c2oc(Cc3ccccc3)nc2P(=O)(OCC)OCC)CC1
51. Cc1ccc(C)c(NCc2ccccc2)c1
52. N#CC1=C(c2ccccc2)Nc2c(c(-c3ccc(Cl)cc3)nn2-c2ccccc2)C12C(=O)Nc1ccc(Cl)cc12 (stereo unspecified)
53. CC(C)C1C(=O)OC1C(=O)N[C@H](C(=O)N[C@H](C(=O)O)C(C)C)C(C)C (stereo partly specified)
54. COc1cccc(-c2cn3c(ccc4ccccc43)n2)c1
55. Cc1nc2c(C)c(C(=O)Nc3ccc(Cl)cc3)sc2c(=O)[nH]1
56. CCOC(=O)C(C(=O)OCC)c1nc(=O)[nH]c(=O)[nH]1

Screen / compound no.,49,50,51,52,53,54,55,56
NCI-H460,98,108,97,71,107,18,101,101
SW-620,97,102,98,86,100,26,89,97
NCI-H522,89,94,72,72,70,16,64,93
NCI-H226,87,106,83,81,99,44,99,98
HCT-15,85,101,97,62,101,22,84,103
NCI-H322M,93,98,108,91,89,56,85,103
COLO 205,105,105,.,73,98,11,114,104
NCI-H23,95,101,79,92,100,50,90,98
HT29,107,101,.,48,68,20,94,100

57. OC(c1cc(C23CC4CC(CC(C4)C2)C3)nc2c(Cl)cc(Cl)cc12)C1CCCCN1 (stereo unspecified)
58. O=C(Nc1ccccc1)Nc1ccccc1CNc1nc(Nc2ccc(OCCN3CCCC3)cc2)ncc1Cl
59. C/C(=N\Nc1ccc(C(=O)O)cc1)c1cnn(-c2cc(=O)[nH]c3ccc(Cl)cc23)c1C
60. CCC(=O)NCCc1ccc(OC)c(OC)c1
61. CC(C)=CC(C)(C)C=O
62. Nc1nc2c(c(=O)[nH]1)C1(C(=O)N(Cc3ccccc3)c3ccccc31)c1c(nc(N)[nH]c1=O)N2
63. COc1cc(NC(=O)C(O)CN(C)Cc2ccc(C(F)(F)F)cc2)ccc1C#N (stereo unspecified)
64. CC1=CC(=O)/C(=C/N2C(=O)CNC2=S)C(=O)O1

Screen / compound no.,57,58,59,60,61,62,63,64
NCI-H460,-71*,-38*,116,106,101,95,101,109
SW-620,-68*,73,108,99,99,89,95,109
NCI-H522,-81*,59,97,106,69,74,77,89
NCI-H226,-69*,89,99,97,91,81,98,103
HCT-15,-66*,41,103,105,96,97,97,101
NCI-H322M,-19*,91,101,87,96,99,96,109
COLO 205,-87*,33,116,96,108,104,114,112
NCI-H23,-54*,68,106,102,86,93,97,92
HT29,-90*,14,113,109,107,89,94,104

65. S=C(Nc1ccc2c3c(cccc13)CC2)Nc1ccc2c3c(cccc13)CC2
66. CCOC(=O)Nc1ccc(-c2nc(-c3cccc(O)c3)c(-c3ccnc(Br)c3)[nH]2)cc1
67. CC1CCCC(C)N1C(=O)c1ccccc1 (stereo unspecified)
68. CCN(CC)CCOc1ccc(/C(=C(\C)c2ccc(OC)c(F)c2)c2ccc(Cl)cc2)cc1
69. COc1ccc(-n2nc(C)c3c(Nc4ccc(NC(=O)Nc5cc(C(F)(F)F)ccc5F)cc4)ncnc32)cc1
70. NCCCC[C@@H](N)C[C@H]1O[C@@H](n2cnc3c(N)ncnc32)[C@H](O)[C@@H]1O

Screen / compound no.,65,66,67,68,69,70
NCI-H460,101,38,105,61,14,103
SW-620,107,28,107,63,46,105
NCI-H522,61,25,.,86,-12*,92
NCI-H226,92,41,109,102,74,107
HCT-15,96,31,107,7.8*,8.7*,102
NCI-H322M,89,55,113,85,11,104
COLO 205,102,44,116,42,15,113
NCI-H23,82,31,113,81,33,98
HT29,83,34,104,15,1.9*,107
